# Compound activity as filed in PubChem.
# MITF primary: human MITF inhibition, primary screen; AlphaScreen MITF homodimerization, bead proximity signal; inhibition, % at 2.6 µM; hit rate 0.91% among 650,000; AID 1259374; in the data active means inhibition above about 50%;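 further: 0% = vehicle wells with protein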
# FBW7 activator: human FBW7 E3 ligase activation, primary screen | Q969H0 | normalized activity (activation), % at 26.1 µM | hit rate 0.13% among 650,000 | AlphaScreen FBW7–phospho-cyclin E peptide binding, activator screen; in the data active means normalized activity above about 1.9%;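 further: purified mutant Fbw7 with reduced substrate affinity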
# Target sequence (Q969H0 whole entry, looked up): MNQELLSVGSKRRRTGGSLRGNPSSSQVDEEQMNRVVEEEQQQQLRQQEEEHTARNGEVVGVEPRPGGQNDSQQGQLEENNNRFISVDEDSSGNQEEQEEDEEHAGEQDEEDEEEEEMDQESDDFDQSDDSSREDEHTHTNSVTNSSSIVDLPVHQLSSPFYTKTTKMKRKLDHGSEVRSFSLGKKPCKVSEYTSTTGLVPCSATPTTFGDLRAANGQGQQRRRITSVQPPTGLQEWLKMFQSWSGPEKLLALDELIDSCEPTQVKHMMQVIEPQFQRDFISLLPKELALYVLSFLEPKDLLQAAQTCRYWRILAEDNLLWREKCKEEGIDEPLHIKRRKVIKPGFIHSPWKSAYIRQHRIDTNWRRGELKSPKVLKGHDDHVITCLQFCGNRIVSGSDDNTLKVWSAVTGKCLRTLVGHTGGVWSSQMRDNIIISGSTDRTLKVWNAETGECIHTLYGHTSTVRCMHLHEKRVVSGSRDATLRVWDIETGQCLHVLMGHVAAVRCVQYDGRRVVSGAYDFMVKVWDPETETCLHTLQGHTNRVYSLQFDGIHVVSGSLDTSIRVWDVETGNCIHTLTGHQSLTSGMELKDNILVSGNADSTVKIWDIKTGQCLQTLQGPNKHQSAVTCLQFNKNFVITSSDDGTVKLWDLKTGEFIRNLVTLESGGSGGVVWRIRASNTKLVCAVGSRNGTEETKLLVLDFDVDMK
# GPR151 ag: activators of human GPR151; hit rate 1% among 650,000; Q8TDV0; PathHunter beta-arrestin GPR151 cells, luminescence; activation, % at 11.2 µM; in the data active means activation above about 4.9%;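 further: 0% = median of compound wells and 100% = cells with positive control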
# Target sequence (Q8TDV0 whole entry, looked up): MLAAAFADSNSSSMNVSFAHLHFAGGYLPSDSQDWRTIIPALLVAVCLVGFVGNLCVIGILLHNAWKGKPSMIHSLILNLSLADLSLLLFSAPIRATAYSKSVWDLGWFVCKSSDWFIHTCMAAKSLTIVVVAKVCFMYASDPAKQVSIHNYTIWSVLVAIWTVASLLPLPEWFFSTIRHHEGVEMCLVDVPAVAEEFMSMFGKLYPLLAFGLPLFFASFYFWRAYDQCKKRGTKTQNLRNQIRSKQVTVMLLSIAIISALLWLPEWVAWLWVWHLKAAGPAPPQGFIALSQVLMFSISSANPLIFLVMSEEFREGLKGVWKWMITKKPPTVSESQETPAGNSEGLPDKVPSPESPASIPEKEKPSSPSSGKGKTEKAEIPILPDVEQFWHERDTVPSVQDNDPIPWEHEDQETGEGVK
# TEAD-YAP inh: TEAD-YAP interaction inhibition. HEK-TIYL cells, TEAD-Gal4/YAP UAS-luciferase luminescence. inhibition, % at 9.12 µM. hit rate 1.4% among 640,000; in the data active means inhibition above about 32%;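 further: 0% = median of test compound wells and 100% = reference inhibitor wells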
# * = called active by the depositor.
# Fields: FBW7 activator, MITF primary, TEAD-YAP inh, GPR151 ag
> CC1(C)[C@H]2CC=C(CCNC(=O)CCc3nnc(CCc4ccccc4)o3)[C@@H]1C2
    -0.1, 3, -2, 3.1
> O=C(CNC(=O)c1ccc(-c2ccccc2)cc1)OCc1nnc(-c2ccccc2)o1
    -0.1, 11, -12, -1.0
> CC(=O)NCCc1ccc(S(=O)(=O)Nc2cccnc2)cc1
    1.0, 2, 4, 0.8
> COC(=O)C1=C(C)N=c2s/c(=C\c3ccc(C)cc3)c(=O)n2C1c1ccc(OC)cc1 (stereo not drawn)
    0.0, -9, 2, 0.0
> Cc1ccc(NC(=S)NN)cc1Cl
    -0.1, -4, -3, -1.0
> CCC(C)NC(=O)c1ccc2c(c1)NC(=O)/C(=C\c1ccc(OC)c(OC)c1)S2 (stereo not drawn)
    0.1, 4, 4, 0.0
> CC(=O)Nc1ccc(-c2nnn(CC(=O)Nc3cccc4ccccc34)n2)cc1Cl
    0.9, 0, 13, -0.3
> COc1ccc(C2C3C(=O)N(c4ccccc4OC)C(=O)C3ON2c2ccccc2)cc1 (stereo not drawn)
    0.3, 13, -4, 0.6
> Cc1cccc(C(=O)Nc2ccc(C)c(F)c2)c1
    0.1, 5, -26, -1.9
> O=C(CN1C(=O)CCC1=O)Nc1ccccc1Oc1ccccc1
    0.0, -3, -4, 1.1
> COc1cc(C=O)ccc1OC(=O)c1cn(CCC#N)nc1-c1cccs1
    0.2, -20, 3, -0.1
> CC(C)(C)C1(C)OC(=O)C(=Cc2cc(Br)c(O)c([N+](=O)[O-])c2)C(=O)O1 (stereo not drawn)
    0.0, 16, 10, -1.5
> COc1ccc(-c2nnc(SCC(=O)/C(C#N)=C(\C)N)o2)cc1OC
    -0.2, -6, -21, -0.9
> Cc1csc(=NC23CC4CC(CC(C4)C2)C3)o1
    0.0, 7, 6, 2.6
> O=C(CSc1ccccc1[N+](=O)[O-])OC1CCCCC1
    -0.1, 3, 2, -0.5
> O=C(O)/C=C/c1ccccc1
    -0.2, 14, -8, -1.0
> Cc1sc(NC(=O)CSc2nnc3c(n2)[nH]c2ccccc23)c(C#N)c1C
    0.3, 10, -1, -0.8
> O=C(Nc1cc(F)cc(F)c1)c1ccc(NCCCN2CCCCCC2)c([N+](=O)[O-])c1
    0.6, 15, 13, -0.3
> O=C(NNC1CC(=O)N(c2ccc(Br)cc2)C1=O)c1cccnc1 (stereo not drawn)
    -0.1, 17, 11, -1.6
> COc1ccc(Br)cc1-c1nnc2[nH]c(=O)c(C)nn12
    0.2, 11, 4, -1.2
> O=C(Nc1cc([N+](=O)[O-])ccc1F)c1ccc(Br)cc1
    -0.1, -9, 39*, 2.7
> Cc1cc(Cl)c(S(=O)(=O)Nc2ccc3c(c2)OCCO3)cc1OCC(N)=O
    -0.1, -15, 27, -1.0
> Cc1nn(C)c(C)c1CN(C)C(=O)c1cc2nc(-c3ccco3)cc(C(F)(F)F)n2n1
    0.2, 18, -13, 0.5
> COc1ccc(CNC(=O)C(CCSC)NS(=O)(=O)c2ccccc2F)cc1 (stereo not drawn)
    0.0, 6, -6, 2.8
> C1=C(c2ccc3c(c2)c2c4n3CCN(Cc3ccccc3)C4CCC2)CCC1 (stereo not drawn)
    0.1, 18, -1, 1.0
> CC(=O)N/N=C(\CCC(=O)O)c1cccs1
    -0.1, -2, 2, 0.1
> CCOC(=O)c1c(C)n(C)c2ccc(OC(=O)NC(=O)c3ccccc3)cc12
    -0.1, -8, -8, 2.7
> CC(C)[C@H]1CN(Cc2ccco2)CCN1C(=O)N1CCCCC1
    0.0, 14, 14, -1.0
> COCc1c(C(=O)N/N=C\c2ccc(SC)cc2)nnn1-c1nonc1N
    -0.1, 11, -6, 0.8
> Cc1ccc2nc(C3CCCN3C(=O)C(C)n3cnc4ccccc4c3=O)[nH]c2c1 (stereo not drawn)
    0.2, 10, -6, -0.7
> O=C(Nc1ccon1)c1cccc(C(F)(F)F)c1
    0.0, -22, 5, -0.3
> CN(C)CCNC(=O)CCn1nc(-c2ccc(Cl)cc2)ccc1=O
    -0.1, -5, -9, -0.3
> CC(=O)NC(CC(=O)Nc1nnc(SCc2ccc(F)cc2)s1)c1ccccc1 (stereo not drawn)
    0.0, -6, 8, -2.6
> Cc1csc(SCC(=O)N2CC(=O)Nc3ccccc32)n1
    0.1, 29, 2, 1.4
> O=c1ccc2cc(S(=O)(=O)NCCc3ccccc3)ccc2[nH]1
    0.0, -5, 5, -0.1
> Cc1ccc(NS(=O)(=O)c2ccc(CCC(=O)N3CCCC3)cc2)cc1
    0.2, 2, -3, -0.5
> Cc1nn(CC(=O)NNC(=O)c2ccnn2C)c(C)c1Cl
    0.1, -1, 0, 1.8
> C=C1C2(C(=O)Nc3ccccc3OC)CCC(C2)C1(C)C (stereo not drawn)
    0.1, 22, 4, -0.2
> O=C(NC(=S)Nc1ccc(NC(=O)c2ccco2)cc1)c1ccc(Cl)cc1
    0.6, 15, -15, 0.2
> O=c1c(-c2cccc(Cl)c2)c(C(F)(F)F)oc2cc(O)ccc12
    0.0, 7, 3, 0.2

# Overlap with the part before: three entries, then new ones.
# Fields: FBW7 activator, MITF primary, TEAD-YAP inh, GPR151 ag
> C=C1C2(C(=O)Nc3ccccc3OC)CCC(C2)C1(C)C (stereo not drawn)
    0.1, 22, 4, -0.2
> O=C(NC(=S)Nc1ccc(NC(=O)c2ccco2)cc1)c1ccc(Cl)cc1
    0.6, 15, -15, 0.2
> O=c1c(-c2cccc(Cl)c2)c(C(F)(F)F)oc2cc(O)ccc12
    0.0, 7, 3, 0.2
> O=C1CN(C(=O)c2ccc(S(=O)(=O)N3CCCC3)cc2)CCN1
    0.1, 13, 3, 0.3
> CCN(CC)c1nc(NCCN(C(C)C)C(C)C)nc(Nc2nccc3ccccc23)n1
    -0.1, 9, 11, 0.8
> O=C(CN1CCCCC1)Nc1c2c(nc3c1CCC3)CCC2
    -0.1, 17, 6, -0.7
> COc1ccc(S(=O)(=O)N2CCCCCC2)cc1C(=O)OCC(=O)/C(C#N)=C(\C)N
    0.1, 1, 10, -0.8
> C=CCOC(=O)c1[nH]c2c(c1C)C(=O)CC(c1ccco1)C2 (stereo not drawn)
    -0.3, 12, 51*, 0.2
> O=[N+]([O-])c1ccc(N2CCCC2)c(C(F)(F)F)c1
    0.8, 17, 8, 0.0
> COCCN1C(=O)c2ccc(C(=O)Nc3ccc(O)cc3C(=O)O)cc2C1=O
    -0.3, 28, -19, -0.2
> Cc1cccc(CN2CCN(c3nc4c(c(=O)[nH]c(=O)n4C)n3C/C=C/c3ccccc3)CC2)c1
    0.1, 14, 3, 1.4
> COc1ccc(-c2csc3[nH]c(=S)n(Cc4ccccc4)c(=O)c23)cc1OC
    -0.3, -18, -13, 0.5
> O=C(NCc1ccco1)c1ccc2c(c1)[nH]c(=S)n1c3ccccc3nc21
    0.1, 10, 4, -0.2
> CC(=O)NN1C(=O)/C(=C/c2ccc(O)c([N+](=O)[O-])c2)SC1=S
    -0.3, -4, 1, -7.0
> CCC(C)OC(=O)C1=C(C)NC(=O)NC1c1ccccc1OCc1ccccc1 (stereo not drawn)
    -0.1, 0, -2, 1.4
> COc1cc(C#N)ccc1OCC(=O)Nc1ccc(Cl)cc1
    0.0, -8, -20, 1.9
> CC(=O)N1CCC(N(C(=O)Nc2ccc(C)c(C)c2)C2CCCCCC2)CC1
    0.0, 14, -23, 2.1
> O=c1c2cc(Cl)ccc2[nH]c(=S)n1CCc1c[nH]c2ccccc12
    -0.1, 8, -2, 1.5
> NC(=S)NNC(=O)C1CC(=O)OC12CCCCC2 (stereo not drawn)
    -0.6, -11, 0, 1.1
> COc1cc(C(=O)Oc2cccc(/C=N/NC(=O)c3cccnc3)c2)cc(OC)c1OC
    0.0, 1, -9, -1.5
> Cc1cc(C(=O)NCc2cccs2)no1
    0.0, 4, -3, 2.0
> Cc1nnc(SCC(=O)Nc2cc(NC(=O)CSc3nnc(C)s3)cc(C(=O)O)c2)s1
    0.3, 2, 10, -0.9
> CCCOc1cccc(C(=O)Nc2ccc(NC(=O)c3ccc(Cl)cc3Cl)cc2)c1
    0.2, -3, -7, 0.5
> CC1CCc2c(sc(NC(=O)CCSc3ccccc3)c2C(N)=O)C1 (stereo not drawn)
    -0.1, 15, -13, 0.8
> O=S(=O)(c1ccc(-c2csc(=Nc3ccc(Cl)cc3)n2CCCO)cc1)N1CCCC1
    -0.1, 14, 19, 0.4
> COCCn1c(=NC(=O)CCOc2ccccc2)sc2cc(S(C)(=O)=O)ccc21
    -0.1, 1, 20, -0.5
> CCOc1ccc(N2C(=O)/C(=C\c3cc(OC)c(OC)c(OC)c3)S(=O)(=O)C2c2cccc([N+](=O)[O-])c2)cc1 (stereo not drawn)
    -0.2, -3, -6, 0.5
> C=CCN=Cc1c(NCC=C)nc2c(C)cccn2c1=O
    0.3, 19, -17, -0.2
> COc1cc(NC(=O)c2cccc(N3CCN(c4ccccn4)CC3)n2)cc(OC)c1OC
    -0.1, -11, 42*, -1.7
> C=CCOc1nc2c(c(=O)n(Cc3ccc(Br)cc3)c(=O)n2C)n1C
    0.1, -3, 5, -0.6
> CCOC(=O)C(=CC(=CN(C)C)C=C(C(=O)OCC)C(=O)OCC)C(=O)OCC
    -0.1, -18, 12, -0.5
> Cc1cc(C)nc(NS(=O)(=O)c2ccc(N=Nc3c(C)[nH][nH]c3=O)cc2)n1
    0.1, 14, -1, -1.4
> O=C(O)C1C2C=CC3(CN(Cc4ccccc4F)C(=O)C13)O2 (stereo not drawn)
    0.0, 4, 7, 1.5
> CCCOc1ccc(C(=O)Nc2sc3c(c2C(=O)OCC)CCCC3)cc1
    0.6, 9, -2, 7.4*
> CN1CCCN(Cc2cc([N+](=O)[O-])ccc2Cl)CC1
    -0.1, -7, -1, 0.1
> COc1ccc2nc(-c3ccc(NC(=O)c4ccco4)cc3)cn2n1
    0.3, -19, -18, -4.4
> CC(C)CC(NC(=O)C1CCC(C)CC1)C(=O)N1CCN(c2ccccn2)CC1 (stereo not drawn)
    -0.1, -2, -8, 0.3
> O=C1Nc2ccccc2N(O)N1c1cccc([N+](=O)[O-])c1
    -0.1, 4, -9, -0.6
> COC(=O)Cn1c(=NC(=O)c2ccc(N(C)C)cc2)sc2cc(NC(C)=O)ccc21
    0.1, 5, 1, 4.1
> O=C(Cn1c(-c2cccnc2)nc2ccccc21)NCc1ccccc1Cl
    -0.2, 7, -8, 5.6*
> CNC(=O)CSc1nnc(NC2CCCCC2)s1
    -0.1, 7, 1, -0.2
> O=C(c1ccccc1)N1CCN(CC(O)COCc2ccccc2)CC1 (stereo not drawn)
    -0.2, 56*, -5, 0.1
> O=C(CN1c2cccc3cccc(c23)S1(=O)=O)NC1CCCCC1
    0.9, 23, -1, -0.5
> Oc1oc(-c2cccc3ccccc23)nc1C=Nc1ccc(Oc2ccc3ccccc3c2Cl)c(Cl)c1
    0.0, -10, -5, -0.6
> OCC1c2ccccc2-c2ccccc21
    0.1, 2, -1, 0.3
> C=CCNC(=O)c1ccc(C)nc1N1CCN(C(=O)c2ccco2)CC1
    -0.1, 13, 6, 0.4
> Cc1ccc(N(C)S(=O)(=O)c2ccc3[nH]cc(C(=O)NCCc4ccccc4)c(=O)c3c2)cc1C
    -0.2, 2, -12, 1.3
> CC1=CC(C)(C)N(C(=O)CCl)c2cc(C)c(C)cc21
    0.1, 18, 9, -3.6
> COc1cc2c(-c3ccccc3)c(C)oc2cc1CN1CCc2nnc(C)n2CC1
    0.2, 5, 1, 1.5
> Cc1ccsc1C(=O)NCC1CCC2(CCN(C(=O)Cc3ccccc3)CC2)O1 (stereo not drawn)
    0.1, 0, -10, 0.4
> O=C(O)c1cccc(N2C(=O)c3cccc4c(Br)ccc(c34)C2=O)c1
    0.1, 4, 3, -0.1
> COCCCn1c(=O)[nH]c2ncc(-c3ccco3)nc21
    0.0, 9, 11, 2.1
> CC1CCCC(C)N1C(=O)CNCc1ccc2c(c1)OCO2 (stereo not drawn)
    -0.1, 28, 4, -0.9

# Two entries from above, reformatted:
molecule,FBW7 activator,MITF primary,TEAD-YAP inh,GPR151 ag
C=CCNC(=O)c1ccc(C)nc1N1CCN(C(=O)c2ccco2)CC1,-0.1,13,6,0.4
OCC1c2ccccc2-c2ccccc21,0.1,2,-1,0.3

# Returning to the listing, starting 2 compounds before the break.
# Fields: FBW7 activator, MITF primary, TEAD-YAP inh, GPR151 ag
> COCCCn1c(=O)[nH]c2ncc(-c3ccco3)nc21
    0.0, 9, 11, 2.1
> CC1CCCC(C)N1C(=O)CNCc1ccc2c(c1)OCO2 (stereo not drawn)
    -0.1, 28, 4, -0.9
> O=C1c2ccccc2C2=Nc3cccc4cccc(c34)N12
    -0.1, 3, 6, 0.5
> CC(C)CN1C(=O)NC(NC(=O)c2ccco2)(C(F)(F)F)C1=O (stereo not drawn)
    -0.1, 2, 1, 3.5
> COC(=O)CC1=NN(c2ccccc2)C(=O)/C1=C\c1cccs1
    0.0, 12, -2, -0.3
> C=CCN1C(=O)C(O)(CC(=O)c2c(C)n[nH]c2C)c2cc(Br)ccc21 (stereo not drawn)
    0.2, 8, 7, 1.7
> COc1ccc(C(=O)COC(=O)c2ccc3c(c2)S(=O)(=O)c2ccccc2C3=O)cc1
    0.0, 1, -2, -0.5
> Cc1ccc(-n2c(=S)sc3c(=O)n(-c4ccccc4)c(SCC(=O)Nc4cc(C)on4)nc32)c(C)c1
    0.2, 15, 10, 0.9
> C=CCO[C@H]1[C@H](NC(=O)C2CC2)c2ccccc2C12CCN(C(=O)CCn1cccn1)CC2
    -0.1, 9, -4, -1.3
> CC(=O)Nc1cccc2c1C(=O)N(c1cccc(C)c1)C2=O
    0.2, 15, 0, -0.5
> Fc1cccc(Oc2ncnc3c2cnn3-c2ccc(Cl)cc2)c1
    0.0, -7, 1, 0.6
> COc1cc(/C=C/c2[nH]c(=O)[nH]c(=O)c2[N+](=O)[O-])cc(Br)c1O
    -0.2, 14, -14, -0.1

# Hits appear at their usual frequency; about 3.4% have a hit in one of these screens.
